Screens from PubChem.
GPR151 ag = activators of human GPR151, primary screen, cell-based, PathHunter beta-arrestin, luminescence | G-protein coupled receptor 151 (Homo sapiens), Q8TDV0 | PathHunter beta-arrestin GPR151 cells | activation, % at 11.2 µM | hit rate 1% among 650,000; in the data active = activation above about 4.9%;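 also: 0% = median of compound wells and 100% = cells with positive control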
MITF inh = MITF inhibitors, primary screen, biochemical, AlphaScreen, human; inhibition, % at 2.6 µM; AlphaScreen MITF homodimerization, bead proximity signal; hit rate 0.91% among 650,000; Microphthalmia-associated transcription factor (Homo sapiens), O75030; AID 1259374, 2018; in the data active = inhibition above about 50%;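 also: 0% = vehicle wells with protein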
FBW7 activator = FBW7 E3 ligase activators, primary screen, biochemical, AlphaScreen, human; AlphaScreen FBW7–phospho-cyclin E peptide binding, activator screen; normalized activity (activation), % at 26.1 µM; F-box/WD repeat-containing protein 7 (Homo sapiens), Q969H0; hit rate 0.13% among 650,000; in the data active = normalized activity above about 1.9%;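 also: purified mutant Fbw7 with reduced substrate affinity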
Target sequence (Q969H0 whole entry, looked up): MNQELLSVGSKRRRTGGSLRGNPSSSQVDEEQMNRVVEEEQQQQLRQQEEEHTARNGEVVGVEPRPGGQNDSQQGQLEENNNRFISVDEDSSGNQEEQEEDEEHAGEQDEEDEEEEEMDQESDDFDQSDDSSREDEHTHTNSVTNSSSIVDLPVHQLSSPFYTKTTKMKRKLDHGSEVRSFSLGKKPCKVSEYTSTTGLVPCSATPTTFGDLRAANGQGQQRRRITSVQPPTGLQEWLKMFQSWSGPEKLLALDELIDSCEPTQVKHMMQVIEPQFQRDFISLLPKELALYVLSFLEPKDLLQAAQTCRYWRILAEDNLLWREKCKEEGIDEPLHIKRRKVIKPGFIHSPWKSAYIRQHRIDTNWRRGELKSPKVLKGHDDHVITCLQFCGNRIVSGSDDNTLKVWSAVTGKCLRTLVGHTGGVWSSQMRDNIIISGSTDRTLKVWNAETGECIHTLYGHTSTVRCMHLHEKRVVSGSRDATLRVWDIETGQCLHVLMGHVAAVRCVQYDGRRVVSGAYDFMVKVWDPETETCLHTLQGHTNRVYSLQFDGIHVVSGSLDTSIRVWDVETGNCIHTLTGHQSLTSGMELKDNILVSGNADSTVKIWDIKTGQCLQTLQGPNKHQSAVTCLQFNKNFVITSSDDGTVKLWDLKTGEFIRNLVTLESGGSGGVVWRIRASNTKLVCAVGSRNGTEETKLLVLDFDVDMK
TEAD-YAP block = TEAD-YAP interaction inhibition, primary screen, TEAD-YAP interaction inhibitor project, luminescence, HEK-TIYL cells; inhibition, % at 9.12 µM; TEAD-Gal4/YAP UAS-luciferase luminescence; hit rate 1.4% among 640,000; AID 1259422, 2018; in the data active = inhibition above about 32%;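 also: 0% = median of test compound wells and 100% = reference inhibitor wells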
* = called active by the depositor; x = no result given; & = joins results of further samples.

molecule	GPR151 ag	MITF inh	FBW7 activator	TEAD-YAP block
C/C(=N\N=C(/N)SC1CC(=O)N(C)C1=O)c1ccc(Cl)cc1 (stereo not drawn)	-1.1	10	0.9	4
COc1ccc(NC(=O)N2CC=C(c3c[nH]c4ccccc34)CC2)cc1	0.2	2	-0.1	51*
Cc1ccc(Cl)cc1NC(=O)Cc1cccs1	0.2	-4	0.0	-4
CS(=O)(=O)N(CC(=O)N1CCN(c2ccccc2)CC1)c1cc(Cl)cc(Cl)c1	0.7	-3	-0.1	2
CCCOc1ccccc1NS(=O)(=O)c1cccs1	2.6	-6	0.0	-7
O=C(CSc1cn(CCNC(=O)c2ccccc2)c2ccccc12)Nc1ccccc1	-0.6	14	0.2	-5
Cc1cc2nc(SCc3nc4ccccc4[nH]3)[nH]c2cc1C	-1.1	-18	-0.1	-19
C=CCN1C(=O)/C(=C/c2ccc3c(c2)n(C)c(=O)n3C)C(=O)NC1=S	-0.4	-13	-0.1	-7
O=C(CN1CCN(Cc2ccccc2)CC1)Nc1ccccc1	3.0	1	0.5	-5
Cc1ccccc1OCC(=O)Nc1sc2c(c1C#N)CC(C)(C)NC2(C)C	1.1	-10	-0.3	-2
CC(=O)Nc1ccc(Oc2nnc(Oc3ccc(NC(C)=O)cc3)c3ccccc23)cc1	0.1	-6	-0.1	6
COc1cccc(-n2cc(-c3ccc4c(c3)OCO4)[nH]c2=O)c1	-0.6	4	-0.1	-10
CCC(C)(C)n1nnnc1CN(Cc1ccccc1)Cc1cccnc1	0.0	2	-0.1	9
CC(NC(=O)c1cc2sccc2n1C)c1ccccc1 (stereo not drawn)	0.8	1	-0.1	15
O=C(c1cc([N+](=O)[O-])ccc1Cl)N1CCN(C23CC4CC(CC(C4)C2)C3)CC1	2.3	4	0.0	4
O=C(NC1CCCCC1)c1ccc2c(=O)n(CCc3ccccc3)c(SCc3cccc([N+](=O)[O-])c3)nc2c1	0.8	3	0.0	8
O=C1NN(c2ccc(Cl)cc2)C(=O)/C1=C/c1ccc(Br)c([N+](=O)[O-])c1	-0.5	-5	0.3	4
O=[N+]([O-])c1cccc(/C=N/c2nc3c(s2)CCCC3)c1	0.4	12	0.1	6
COc1cc(OC)cc(C(=O)N/N=C(\C)CC(=O)NCc2ccco2)c1	-0.7	-8	0.6	51*
COc1ccccc1C(=O)Nc1ccc(C(=O)O)cc1	-1.1	2	0.0	-1
O=C(CSc1cn(Cc2cccc(F)c2)c2ccccc12)N1CCc2ccccc21	1.6	3	-0.2	10
CCn1c(C(=O)NCCc2ccc(S(N)(=O)=O)cc2)cc2sc(Cl)cc21	0.5	1	0.2	-9
CN(Cc1ccccc1)S(=O)(=O)c1ccc(F)c(C(=O)Nc2cc(Cl)cc(Cl)c2)c1	-0.8	-13	0.0	-4
CC(C)c1ccc(CN(C(=O)COc2ccc(F)cc2)C2CCS(=O)(=O)C2)cc1 (stereo not drawn)	1.0	6	0.0	7
COc1ccc(CCNC(=O)CCn2c(=O)oc3ccccc32)cc1OC	0.5	-3	0.2	7
CC(C)(C)c1csc(NC(=O)Cc2cccs2)n1	-0.2	6	0.0	-11
CCOC(=O)c1c(NC(=O)c2cccc(F)c2)sc(C(=O)Nc2ccccc2OCC)c1C	-0.1	0	0.0	0
CCOC(=O)c1ccc(N(C(C)=O)c2nc(-c3cc4cccc(OCC)c4oc3=O)cs2)cc1	-0.2	-3	0.0	5
COc1ccc(Cc2nnc(SCC(=O)Nc3ccc(C)c([N+](=O)[O-])c3)n2C)cc1	0.4	-11	0.0	-4
CCOC(=O)c1c(N/N=C(\C)c2ccccc2)n[nH]c1C	-0.1	2	-0.4	-59
Cc1ccc(CNS(=O)(=O)c2ccc(CCN3C(=O)c4cccnc4C3=O)cc2)o1	3.0	4	-0.3	-12
Cc1nc(-c2cccnc2)sc1-c1ccc(SCc2cccc(F)c2)nn1	-0.4	10	0.0	-11
CC1CC(C)CN(S(=O)(=O)c2ccc(C(=O)Nc3nc4c(s3)CCCC4)cc2)C1 (stereo not drawn)	0.9	3	-0.1	5
Cc1ccn2cc(-c3cccc(NC(=O)c4cc5ccccc5oc4=O)c3)nc2c1	-1.8	-8	0.1	-7
CCCCN(C)C(=O)c1nc2ccccn2c1CN(C)Cc1nonc1C	-0.7	-3	0.0	-2
CCOC(=O)N1CCC(N2C(=O)c3ccccc3C2Nc2ccc(OC)c(Cl)c2)CC1 (stereo not drawn)	1.0	0	-0.2	-7
O=[N+]([O-])c1cccc(C2CC(c3ccccc3)=NN2)c1 (stereo not drawn)	1.4	-1	-0.1	-24
COC(=O)C1=CN(C(C)C(=O)OC)C=C(C(=O)OC)C1c1ccc(Br)cc1 (stereo not drawn)	-0.4	7	0.1	-1
Cc1cccc(CN2CCC(CO)(CCOc3ccccc3)CC2)n1	0.6	4	0.0	-1
CCc1ccccc1NC(=O)c1ccc(F)c(S(=O)(=O)N2CCN(c3cccc(C)c3)C(C)C2)c1 (stereo not drawn)	-0.7	11	0.1	35*
COC(=O)C1=C(C)N(C)C(C)=C(C(=O)OC)C1c1cc(Br)ccc1F	-0.3	-2	-0.1	6
Cc1ccc(S(=O)(=O)Nc2ccccc2C(=O)Nc2nc3c(C)cccc3s2)cc1	-0.3	-18	0.1	46*
COc1ccc(N2C(=O)Cn3c2nc2c3c(=O)n(C)c(=O)n2C)cc1	1.0	5	-0.2	-6
Cc1cnc(C(=O)Nc2cccc3cccnc23)cn1	-0.6	15	-0.1	21
O=C(COC(=O)c1ccc([N+](=O)[O-])s1)Nc1cccc(I)c1	2.3	-7	-0.2	7
CNC1CCN(c2ccc(CC(=O)N3CCCC3)cc2)CC1	-0.4	-13	-0.1	-5
CC(C)c1c(O)nc(SCC(=O)Nc2ccc(F)cc2)[nH]c1=O	0.4	2	-0.2	13
CCOC(=O)c1c(NC(=O)c2cc3ccccc3oc2=O)sc2c1CCC(C(C)(C)C)C2 (stereo not drawn)	1.5	5	0.5	-15
COC(=O)CNC(=O)COC(=O)c1c2ccccc2cc2ccccc12	1.0	-7	0.1	-4
N#CC1=C(N)Oc2n[nH]c(-c3ccc(Cl)c(Cl)c3)c2C1c1ccc(C(F)(F)F)cc1 (stereo not drawn)	-0.5	1	-0.1	15
Cc1ccc(-c2ccc(=O)n(CCC(=O)N3CC(C)CC(C)C3)n2)cc1 (stereo not drawn)	-0.3	4	-0.1	1
Cc1sc(NC(=O)Nc2ccccc2)nc1C12CC3CC(CC(C3)C1)C2	-0.3	4	0.1	-5
Cc1c(CNC(C)CCc2ccccc2)c(C(=O)O)c(C)n1Cc1ccc(F)cc1Cl (stereo not drawn)	-1.0	7	0.1	13
CC(=O)N(C1=C(Nc2ccccc2)C(=O)c2ccccc2C1=O)c1ccccc1	-2.3	21	-0.4	9
O=C(CCC1CCCC1)Nc1ccc(F)c(F)c1	1.1	10	0.2	-22
CCCCN(C)S(=O)(=O)c1ccc2c(c1)CCN2C(C)=O	0.6	2	0.6	-6
O=C(NC1=NCCS1)NC12CC3CC(CC(C3)C1)C2	-1.1	-5	0.5	1
NC(=O)c1cnn2c1NC(c1ccco1)CC2C(F)(F)F (stereo not drawn)	2.3	16	0.1	5
O=C(Nc1nnc(C2=COCCO2)o1)c1ccc(S(=O)(=O)N2CCCCC2)cc1	0.2	0	-0.1	4
Cc1cccc(C(=O)NC(C)C(c2cccs2)N2CCOCC2)c1 (stereo not drawn)	0.0	4	-0.1	1

Next entries:
molecule	GPR151 ag	MITF inh	FBW7 activator	TEAD-YAP block
O=C(Nc1ccc2[nH]ncc2c1)[C@H]1CCN(C(=O)[C@H](O)CSc2ccc(Br)cc2)C1	-0.7	6	0.0	-11
COc1cccc(/C=N/NC(=O)CC(=O)Nc2ccc(Cl)c(Cl)c2)c1OC	0.3	4	0.1	7
CN(CC(=O)NC1CCCCC1)S(=O)(=O)c1ccc2nc(-c3ccccc3)[nH]c2c1	1.3	23	0.0	0
O=C(N/N=C/c1cccnc1)c1cccc(N2CCCC2=O)c1	2.2	16	0.1	-28
Cc1cc(OCC(=O)NCc2nc(-c3ccccc3)no2)ccc1Cl	0.7	5	-0.2	-3
COC(=O)CN1C(C)=Nc2ccc(C)cc2C1c1ccccc1 (stereo not drawn)	0.1	-2	-0.1	-4
COc1ccc(C(CC(=O)NCCc2ccc(OC)c(OC)c2)NS(=O)(=O)c2ccc(OC)cc2)cc1 (stereo not drawn)	-1.1	-1	0.0	-3
O=C(Nc1ccccc1)c1cncc(-c2ccc(C(=O)NC3CC3)cc2)c1	0.4	-7	0.1	-6
Cc1cc(C)cc(CC2CC(=O)N(c3cc(C)ccc3C)C2=O)c1 (stereo not drawn)	3.7	16	0.3	7
CC(C)=CCC/C(C)=C/CO/N=C1\C[C@@H](O)[C@@H](O)[C@@H]2[C@@H]3C(=O)N([C@@H](C)c4ccccc4)C(=O)[C@@H]3CC[C@@H]12	1.5	14	0.0	x
Cc1c(Cl)cccc1N1CC(O)=C(c2nc3ccccc3[nH]2)C1=N	-0.3	14	0.1	-3
COc1cccc(CNC(=O)C(=O)Nc2cc(Cl)ccc2OC)c1	-0.8	-8	-0.1	-9
O=C1OC(c2ccco2)=N/C1=C\c1cccc(Br)c1	3.9	1	-0.1	4
Cc1onc(-c2c(Cl)cccc2Cl)c1C(=O)N1CCCC(C)C1 (stereo not drawn)	1.1	-5	-0.2	5
CCOc1ccc(C(=O)NCC(C)CN(C)C)cc1OCC (stereo not drawn)	-1.9	-8	-0.1	3
Cn1cc(CCNC(=O)c2ccc(OC3CCN(CCc4ccccc4)CC3)cc2)cn1	-1.4	-5	-0.1	0
Cc1cccc(Nc2ccc(N3CCN(C(=O)Cn4cnc5ccccc54)CC3)nn2)n1	0.2	11	0.2	7
CC(=O)c1ccc(N2CCN(C3CC(=O)N(c4ccc(C)cc4)C3=O)CC2)cc1 (stereo not drawn)	2.0	43	-0.1	-2
O=C(O)c1cc(N2N=C(C(F)(F)F)/C(=C/C=C/c3ccco3)C2=O)ccc1Cl	-1.6	18	-0.4	10
Brc1cccc(Cn2nnc(-c3ccccc3)n2)c1	0.2	5	0.2	-6
CCCCC(=O)Nc1ncc(Cc2ccc(C)cc2)s1	0.7	11	0.1	-3
Nc1nnc(SCC(=O)OCC(=O)Nc2ccccc2Sc2ccccc2)s1	3.1	-2	-0.2	1
O=C(CSc1nc2c(sc(=S)n2Cc2ccco2)c(=O)n1-c1ccc(F)cc1)c1ccc(Cl)cc1	0.3	-4	-0.2	4
Cc1c(NC(=O)c2cc3ccccc3o2)cccc1-c1nc2ccccc2o1	-0.1	8	0.0	6
CCOc1ccccc1NC(=O)Nc1ccc(OC)cc1OC	2.5	-3	-0.1	2
CCOC(=O)C1=C(C)NC2=C(C(=O)CCC2)C1c1ccc([N+](=O)[O-])cc1 (stereo not drawn)	-0.5&0.5	11&-8	-0.1&-0.2	-3&1
O=S(=O)(c1ccc(Sc2nnc3ccccn23)nc1)N1CCOCC1	-0.7	-10	0.0	6
O=C1CC(C(=O)Nc2cccc(Br)c2)C(c2ccccc2)O1 (stereo not drawn)	1.3	6	-0.7	5
COc1cccc(C(=O)Nc2ccc(-c3nc4cc(C)cc(C)c4o3)cc2)c1	2.3	-9	-0.3	-1
Cc1ccc(S(=O)(=O)/N=C2/C(Cl)=C(Cl)C(=O)C(Cl)(Cl)C2Cl)cc1 (stereo not drawn)	-0.3	6	0.9	10

Rewritten with two lines to a compound: entries from further up
Screens in order: GPR151 ag, MITF inh, FBW7 activator, TEAD-YAP block
> CCc1ccccc1NC(=O)c1ccc(F)c(S(=O)(=O)N2CCN(c3cccc(C)c3)C(C)C2)c1 (stereo not drawn)
→ -0.7, 11, 0.1, 35*
> C/C(=N\N=C(/N)SC1CC(=O)N(C)C1=O)c1ccc(Cl)cc1 (stereo not drawn)
→ -1.1, 10, 0.9, 4
> Cc1c(CNC(C)CCc2ccccc2)c(C(=O)O)c(C)n1Cc1ccc(F)cc1Cl (stereo not drawn)
→ -1.0, 7, 0.1, 13
> COc1ccc(Cc2nnc(SCC(=O)Nc3ccc(C)c([N+](=O)[O-])c3)n2C)cc1
→ 0.4, -11, 0.0, -4

Further structures.
molecule	GPR151 ag	MITF inh	FBW7 activator	TEAD-YAP block
Cc1ccc(NS(=O)(=O)c2cc(Br)cnc2N)c(Br)c1	-0.6	9	-0.1	-3
CCOC(=O)c1sc2nc(-c3ccccc3)ccc2c1N	1.4	-1	0.0	26
CC(=O)c1ccc(NC(=O)C(C)n2ncn3cccc3c2=O)cc1 (stereo not drawn)	1.2	11	0.1	-4
CCOc1ccccc1-n1c(SCC(=O)Nc2ccc(C)cc2)nc2n[nH]c(C)c2c1=N	0.1	5	0.0	-7

Profiles from above:
CC(=O)c1ccc(NC(=O)C(C)n2ncn3cccc3c2=O)cc1 (stereo not drawn) as listed: GPR151 ag: 1.2; MITF inh: 11; FBW7 activator: 0.1; TEAD-YAP block: -4
Cc1c(Cl)cccc1N1CC(O)=C(c2nc3ccccc3[nH]2)C1=N as listed: GPR151 ag: -0.3; MITF inh: 14; FBW7 activator: 0.1; TEAD-YAP block: -3
